TLR9-MyD88 inh: inhibitors of TLR9-MyD88 association in cells, primary screen, cell-based, CHO, BLA complementation, fluorescence; Toll-like receptor 9 (Homo sapiens) + Myeloid differentiation primary response protein …; CCF4 FRET ratio; inhibition, % at 4.98 µM; 340,000 compounds, 0.21% hits;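 active means inhibition above the mean over all tested compounds plus 3 SD, cut at about 21% in these data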;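 further: 0% = DMSO only wells and 100% = clavulanate BLA inhibitor control wells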
m5-HT2A agonist: mouse Htr2a agonists via beta-arrestin recruitment, primary screen, cell-based, luminescence | 5-hydroxytryptamine receptor 2A (Mus musculus), P35363 | CHO-K1 mHTR2A beta-arrestin complementation; percent of 30 µM serotonin response | activation, % at 7.6 µM | 360,000 compounds, 0.66% hits;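 active means activation above a run cutoff, the mean activation of all tested compounds plus 3 SD, cut at about 14% in these data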;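 further: 0% = plate median of compound wells and 100% = 30 µM serotonin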
Target sequence (P35363 whole entry, looked up): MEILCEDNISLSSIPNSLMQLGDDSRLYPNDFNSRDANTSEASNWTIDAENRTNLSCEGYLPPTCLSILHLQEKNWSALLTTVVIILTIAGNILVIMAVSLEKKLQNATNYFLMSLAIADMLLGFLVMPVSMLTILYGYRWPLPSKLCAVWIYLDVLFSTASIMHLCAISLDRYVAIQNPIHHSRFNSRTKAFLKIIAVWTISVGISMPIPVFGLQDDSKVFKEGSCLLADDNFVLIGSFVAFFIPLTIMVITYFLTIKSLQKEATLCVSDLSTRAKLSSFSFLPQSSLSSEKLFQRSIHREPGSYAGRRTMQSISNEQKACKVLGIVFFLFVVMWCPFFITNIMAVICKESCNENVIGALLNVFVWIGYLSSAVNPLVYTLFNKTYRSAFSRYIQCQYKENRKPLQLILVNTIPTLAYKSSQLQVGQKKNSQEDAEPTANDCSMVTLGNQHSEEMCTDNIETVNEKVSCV
MC4R ag barr: MC4R agonists recruiting beta-arrestin, primary screen, cell-based, luminescence, agonist arm of biased-ligand search; U2OS MC4R beta-arrestin complementation; percent of melanotan II response, DMSO zero; activation, % at 8.9 µM; 360,000 compounds, 0.98% hits; AID 540308, 2011;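 active means activation above a per-plate cutoff, the mean activation of sample wells on that plate plus 3 SD, cut at about 8% in these data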
ABHD5-PLIN5 inh: ABHD5-PLIN5 interaction inhibitors, primary screen, cell lysate, split luciferase complementation, luminescence; inhibition, % at 4 µM; Split G. princeps luciferase complementation, 4 h; 360,000 compounds, 0.78% hits; AID 602281, 2012; Perilipin-5 (Homo sapiens) + 1-acylglycerol-3-phosphate O-acyltransferase ABHD5 (Homo …;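 active means inhibition above the mean inhibition across every tested compound plus 3 SD, cut at about 22% in these data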;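 further: 0% = DMSO only wells and the 100% control is not disclosed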
N-glyco inh: increase of ERlucT glycosylation luciferase signal, primary screen, N-linked glycosylation inhibitor project, D54 ERlucT cells, luminescence, set 2; D54 ERlucT glycosylation luciferase reporter, 24 h; percent of 100 nM tunicamycin response; reporter increase, % at 12.5 µM; 360,000 compounds, 0.23% hits; AID 588692, 2011;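 active means mean luciferase reporter signal, scaled so untreated is 0 and the glycosylation-blocking control 100, at or above a set limit in every replicate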;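 further: luciferase carries N-glycosylation sites so blocking glycosylation raises the light; 0% = median of neutral control wells and 100% = median of 100 nM tunicamycin wells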
MC4R antagonist: MC4R antagonists of cAMP signaling, primary screen, cell-based, TR-FRET, antagonist arm of biased-ligand search. Melanocortin receptor 4 (Homo sapiens), P32245. MC4R-expressing cells, MTII-stimulated cAMP, LANCE TR-FRET. inhibition, % at 6.5 µM. 360,000 compounds, 0.48% hits. AID 540295, 2011;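 active means inhibition above its plate's cutoff, the mean of tested wells on that plate plus 3 SD, cut at about 29% in these data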;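 further: 0% = Melanotan II alone and 100% = Melanotan II plus saturating MCL0020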
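Assay system: U2OS-MC4R stable cell line; Also added: Melanotan II; Technique: Eu-cAMP/anti-cAMP TR-FRET, emission 671 nm; Times: 30-min compound, 1-h challenge, 1-h detection, room temperature.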
NOD2-RIPK2 inh: NOD2-RIPK2 binding disruptors in cells, primary screen, fluorescence, CHO cells, BLA complementation; CCF4 ratio; inhibition, % at 4.98 µM; 360,000 compounds, 0.38% hits; AID 624267, 2012; in the data active means inhibition above about 21%;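 further: 0% = vehicle only and 100% = reference blocker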
Target sequence (O43353 whole entry, looked up): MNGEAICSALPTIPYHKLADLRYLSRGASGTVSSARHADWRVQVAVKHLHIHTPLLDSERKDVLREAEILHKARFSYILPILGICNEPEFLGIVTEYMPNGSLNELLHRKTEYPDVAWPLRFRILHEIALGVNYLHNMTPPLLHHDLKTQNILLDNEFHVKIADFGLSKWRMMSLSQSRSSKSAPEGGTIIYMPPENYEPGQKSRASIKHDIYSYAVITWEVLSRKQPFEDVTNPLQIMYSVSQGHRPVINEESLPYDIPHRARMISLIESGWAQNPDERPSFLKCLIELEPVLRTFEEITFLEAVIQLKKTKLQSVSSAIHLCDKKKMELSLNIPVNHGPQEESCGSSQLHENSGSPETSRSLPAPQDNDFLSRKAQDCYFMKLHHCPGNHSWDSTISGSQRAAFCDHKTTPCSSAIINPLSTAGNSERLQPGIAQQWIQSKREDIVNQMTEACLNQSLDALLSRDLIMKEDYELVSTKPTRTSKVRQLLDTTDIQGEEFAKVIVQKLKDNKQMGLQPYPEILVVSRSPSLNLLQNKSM
SRC2 inh: inhibition of GAL4-SRC2 driven luciferase reporter, primary screen, SRC2 inhibitor project, cell-based, luminescence; HEK293 GAL4-SRC2 luciferase reporter; inhibition, % at 9 µM; 370,000 compounds, 0.17% hits; AID 651957, 2012;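 active means inhibition above the mean inhibition of all tested compounds plus 3 SD, set per campaign, cut at about 52% in these data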;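 further: 0% = DMSO treated cells and 100% = cells given Gossypol at 36 µM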
ABCB6 inh 2: ABCB6 transporter inhibitors, primary screen, K562-ABCB6 cells, flow cytometry, MLPCN library. ATP-binding cassette sub-family B member 6 (Homo sapiens), Q9NP58. K562-ABCB6 porphyrin accumulation, 1 h; active compounds read low. fluorescence ratio to DMSO, % at 10 µM. AID 602162, 2011. 360,000 compounds, 0.19% hits;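 active means fluorescence ratio to DMSO below 75%, the collection mean minus 3 SD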;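 further: signal is porphyrin accumulated inside mitochondria; 100% equals median channel fluorescence of DMSO control wells; lower ratio means ABCB6 inhibition with less porphyrin fluorescence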
H9c2 protect: cardioprotection against H2O2-induced cell death, primary screen, uHTS, H9c2 cells, ATPLite luminescence. protection from H2O2 cell death, % at 20 µM. AID 588492, 2011. 360,000 compounds, 0.63% hits. H9c2 cardiomyocytes, H2O2 injury protection, 2 h;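 active means compounds giving at least 50% protection of heart cells from peroxide-induced death in the single-dose screen, raw or plate-pattern-corrected value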;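 further: 0% = DMSO wells with peroxide and 100% = DMSO wells without peroxide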
Active calls of the source: *.

Screening Nc1c(C(=O)Nc2ccc3c(c2)OCCO3)nnn1Cc1ccccc1Cl returned TLR9-MyD88 inh 4, m5-HT2A agonist 18*, MC4R ag barr -0.7, ABHD5-PLIN5 inh 0, N-glyco inh -5, MC4R antagonist -3, NOD2-RIPK2 inh 1, SRC2 inh -56, ABCB6 inh 2 93 and H9c2 protect -14.
`COC(=O)C1(C(=O)OC)c2ccccc2CN(S(=O)(=O)c2ccc(C)cc2)C1CC(C)=O` (centres undefined) gave m5-HT2A agonist 2, ABHD5-PLIN5 inh -5, NOD2-RIPK2 inh -10 and SRC2 inh -1.
COc1ccc(N2CCN(C(=O)c3ccc4c(c3)OCO4)CC2)cc1 was read as TLR9-MyD88 inh 0, m5-HT2A agonist -2, MC4R ag barr -2.8, ABHD5-PLIN5 inh 6, N-glyco inh 3, MC4R antagonist 13, NOD2-RIPK2 inh 4, SRC2 inh 4, ABCB6 inh 2 110 and H9c2 protect 1.
CCn1cc(C(=O)N2CCCc3ccccc32)c2cc(OC)c(OC)cc2c1=O was read as TLR9-MyD88 inh 5, m5-HT2A agonist -1, MC4R ag barr -1.6, ABHD5-PLIN5 inh 9, N-glyco inh 0, MC4R antagonist 8, NOD2-RIPK2 inh -10, SRC2 inh 2, ABCB6 inh 2 98 and H9c2 protect 14.
`CCN(CC)CC(=O)Nc1ccc2c(c1)N(C(=O)CN(CC)CC)c1ccccc1CC2` gave TLR9-MyD88 inh -1, m5-HT2A agonist 5, MC4R ag barr 0.7, ABHD5-PLIN5 inh -10, N-glyco inh -3, MC4R antagonist 9, NOD2-RIPK2 inh -21, SRC2 inh -10, ABCB6 inh 2 102 and H9c2 protect 5.
Screening Cc1ccc(C)n1-c1nn(S(=O)(=O)c2cccc(C(F)(F)F)c2)c2cccc(F)c12 returned m5-HT2A agonist 0, MC4R ag barr -0.4, ABHD5-PLIN5 inh -2, N-glyco inh 1, MC4R antagonist 6, NOD2-RIPK2 inh -10, SRC2 inh 18, ABCB6 inh 2 95 and H9c2 protect -2.
`CC(=O)c1ccc(S(=O)(=O)Nc2ccccc2C(=O)NC2CC2)cc1` gave TLR9-MyD88 inh 2, m5-HT2A agonist -4, MC4R ag barr -2.4, ABHD5-PLIN5 inh -1, N-glyco inh 0, MC4R antagonist -6, NOD2-RIPK2 inh 8, SRC2 inh -11, ABCB6 inh 2 102 and H9c2 protect 4.
CN(C(=O)c1cccc(Br)c1)C1CCS(=O)(=O)C1 (centres undefined) was read as TLR9-MyD88 inh 5, m5-HT2A agonist -4, MC4R ag barr -2.0, ABHD5-PLIN5 inh 3, N-glyco inh -1, MC4R antagonist 4, NOD2-RIPK2 inh -3, SRC2 inh 8, ABCB6 inh 2 98 and H9c2 protect -2.
Screening Cc1cc(C(F)(F)F)cc(NNC(=O)NC(=O)c2ccc(Cl)cc2)n1 returned TLR9-MyD88 inh 1, m5-HT2A agonist 3, MC4R ag barr 1.8, ABHD5-PLIN5 inh 0, N-glyco inh 1, MC4R antagonist 5, NOD2-RIPK2 inh -9, SRC2 inh 6, ABCB6 inh 2 94 and H9c2 protect -4.
For CCOC(=O)c1c(C)nn(Cc2cccc(Cl)c2)c1N the results were TLR9-MyD88 inh 1, m5-HT2A agonist -1, MC4R ag barr -0.3, ABHD5-PLIN5 inh -7, N-glyco inh 0, MC4R antagonist 0, NOD2-RIPK2 inh 3, SRC2 inh 1, ABCB6 inh 2 95 and H9c2 protect -1.
For COc1ccccc1C(=O)COC(=O)CN1C(=O)NC2(CCCC2)C1=O the results were TLR9-MyD88 inh 6, m5-HT2A agonist 3, MC4R ag barr -2.9, ABHD5-PLIN5 inh -4, N-glyco inh 3, MC4R antagonist 11, NOD2-RIPK2 inh -2, SRC2 inh -15, ABCB6 inh 2 96 and H9c2 protect -4.
CCc1cc(=O)oc2cc(OCC(=O)N3CC[C@@]4(O)CCCC[C@H]4C3)ccc12 was read as TLR9-MyD88 inh 13, m5-HT2A agonist 0, MC4R ag barr -1.0, ABHD5-PLIN5 inh -3, N-glyco inh 3, MC4R antagonist 1, NOD2-RIPK2 inh 5, SRC2 inh 0, ABCB6 inh 2 94 and H9c2 protect -1.
Screening CCOCCCNC(=O)C1(O)c2ccccc2NC(=O)N1c1ccc(Cl)c(Cl)c1 (centres undefined) returned TLR9-MyD88 inh 4, m5-HT2A agonist -5, MC4R ag barr -2.2, ABHD5-PLIN5 inh 3, N-glyco inh 1, MC4R antagonist 12, NOD2-RIPK2 inh -23, SRC2 inh -4, ABCB6 inh 2 101 and H9c2 protect -3.
`COc1c(C(=O)Nc2ccc(Cc3ccncc3)cc2)ccc2ccccc12` gave TLR9-MyD88 inh 7, m5-HT2A agonist -1, MC4R ag barr 0.9, ABHD5-PLIN5 inh -1, N-glyco inh 5, MC4R antagonist -9, NOD2-RIPK2 inh -4, SRC2 inh -9, ABCB6 inh 2 98 and H9c2 protect -5.
COc1ccc(S(=O)(=O)NC(=O)C2(C)CCN2C(=O)Cc2ccccc2Cl)cc1 (centres undefined) was read as m5-HT2A agonist 6, MC4R ag barr 1.1, ABHD5-PLIN5 inh -1, N-glyco inh 0, MC4R antagonist 3, NOD2-RIPK2 inh 1, SRC2 inh 9, ABCB6 inh 2 95 and H9c2 protect 2.
For Cc1cc(NC(=O)CCC(=O)N(Cc2ccco2)C(C(=O)NC2CCCC2)c2ccc(F)cc2)no1 (centres undefined) the results were TLR9-MyD88 inh -5, m5-HT2A agonist 3, MC4R ag barr -0.2, ABHD5-PLIN5 inh 3, N-glyco inh 0, MC4R antagonist 3, NOD2-RIPK2 inh -15, SRC2 inh 10, ABCB6 inh 2 92 and H9c2 protect 4.
For Cc1cccc(OCC(O)CN2CCN(S(=O)(=O)c3ccc(C)cc3C)CC2)c1 (centres undefined) the results were TLR9-MyD88 inh -5, m5-HT2A agonist -6, MC4R ag barr 3.1, ABHD5-PLIN5 inh -9, N-glyco inh -3, MC4R antagonist 13, NOD2-RIPK2 inh -6, SRC2 inh -5, ABCB6 inh 2 89 and H9c2 protect -12.
Screening COc1cc2nc(C(C)(C)C)oc(=O)c2cc1OC returned TLR9-MyD88 inh -5, m5-HT2A agonist 1, MC4R ag barr 2.6, ABHD5-PLIN5 inh 5, N-glyco inh 0, MC4R antagonist 0, NOD2-RIPK2 inh -6, SRC2 inh -11, ABCB6 inh 2 102 and H9c2 protect 4.
CCCN(CC1CC1)c1cc2c(c3c1ccn3C)C1CCC2C1 (centres undefined) was read as m5-HT2A agonist 1, ABHD5-PLIN5 inh -20, N-glyco inh -1, NOD2-RIPK2 inh 0, SRC2 inh -14, ABCB6 inh 2 100 and H9c2 protect -12.
`Cc1onc(NC(=O)c2ccc(Cl)cc2Cl)c1Br` gave TLR9-MyD88 inh -9, m5-HT2A agonist -2, MC4R ag barr -4.1, ABHD5-PLIN5 inh -7, N-glyco inh 0, MC4R antagonist 2, NOD2-RIPK2 inh 5, SRC2 inh -25, ABCB6 inh 2 95 and H9c2 protect -14.
Screening Cc1c(C(=O)N2CCC[C@H]2C(N)=O)oc2c(F)cccc12 returned TLR9-MyD88 inh 7, m5-HT2A agonist -4, MC4R ag barr 0.4, ABHD5-PLIN5 inh -5, N-glyco inh 2, MC4R antagonist 4, NOD2-RIPK2 inh -9, SRC2 inh -42, ABCB6 inh 2 98 and H9c2 protect 0.
Screening Cc1ccccc1NC(=O)c1ocnc1C returned TLR9-MyD88 inh 10, m5-HT2A agonist 5, MC4R ag barr 0.8, ABHD5-PLIN5 inh -7, N-glyco inh 2, MC4R antagonist 10, NOD2-RIPK2 inh -7, SRC2 inh -10, ABCB6 inh 2 103 and H9c2 protect 2.
For CCOCN(C(=O)Cn1c(C(C)O)nc2ccccc21)c1c(C)cccc1CC (centres undefined) the results were TLR9-MyD88 inh -5, m5-HT2A agonist -3, MC4R ag barr -2.4, ABHD5-PLIN5 inh -2, N-glyco inh -1, MC4R antagonist -3, NOD2-RIPK2 inh 3, SRC2 inh -7, ABCB6 inh 2 91 and H9c2 protect 0.
For O=C(Nc1cccc2ncccc12)c1cccc(Br)c1 the results were TLR9-MyD88 inh 8, m5-HT2A agonist -3, MC4R ag barr 0.2, ABHD5-PLIN5 inh 1, N-glyco inh 0, MC4R antagonist 0, NOD2-RIPK2 inh -10, SRC2 inh -38, ABCB6 inh 2 98 and H9c2 protect -2.
`O=C(CC(CC(=O)c1ccccc1)c1ccco1)c1ccccc1` gave TLR9-MyD88 inh -20, m5-HT2A agonist 0, MC4R ag barr 0.0, ABHD5-PLIN5 inh -2, N-glyco inh -3, MC4R antagonist 19, NOD2-RIPK2 inh -1, SRC2 inh -22, ABCB6 inh 2 102 and H9c2 protect -7.
O=C(NN1C(=O)NC2(CCCCC2)C1=O)c1cc2cc(Cl)ccc2o1 was read as TLR9-MyD88 inh -10, m5-HT2A agonist -6, MC4R ag barr -3.0, ABHD5-PLIN5 inh -5, N-glyco inh 1, MC4R antagonist 1, NOD2-RIPK2 inh -2, SRC2 inh -13, ABCB6 inh 2 99 and H9c2 protect 2.
O=C(COC(=O)Cc1ccc(S(=O)(=O)N2CCOCC2)s1)Nc1ccc(OC(F)F)cc1 was read as TLR9-MyD88 inh -9, m5-HT2A agonist -11, MC4R ag barr 1.0, ABHD5-PLIN5 inh -13, N-glyco inh 5, MC4R antagonist 18, NOD2-RIPK2 inh 4, SRC2 inh 3, ABCB6 inh 2 105 and H9c2 protect 7.

Arranged by formula weight (high to low): part of the list above.
For Cc1cccc(OCC(O)CN2CCN(S(=O)(=O)c3ccc(C)cc3C)CC2)c1 (centres undefined) the results were TLR9-MyD88 inh -5, m5-HT2A agonist -6, MC4R ag barr 3.1, ABHD5-PLIN5 inh -9, N-glyco inh -3, MC4R antagonist 13, NOD2-RIPK2 inh -6, SRC2 inh -5, ABCB6 inh 2 89 and H9c2 protect -12.
COc1ccc(N2CCN(C(=O)c3ccc4c(c3)OCO4)CC2)cc1 was read as TLR9-MyD88 inh 0, m5-HT2A agonist -2, MC4R ag barr -2.8, ABHD5-PLIN5 inh 6, N-glyco inh 3, MC4R antagonist 13, NOD2-RIPK2 inh 4, SRC2 inh 4, ABCB6 inh 2 110 and H9c2 protect 1.
For CCOC(=O)c1c(C)nn(Cc2cccc(Cl)c2)c1N the results were TLR9-MyD88 inh 1, m5-HT2A agonist -1, MC4R ag barr -0.3, ABHD5-PLIN5 inh -7, N-glyco inh 0, MC4R antagonist 0, NOD2-RIPK2 inh 3, SRC2 inh 1, ABCB6 inh 2 95 and H9c2 protect -1.

Only part of the results is shown, so the mix of outcomes need not match the whole.
